# OX1R antag-1 = OX1R (HCRTR1) antagonists, primary screen, fluorescence, CHO/OX1R cells, Fluo-8 calcium, orexin A | AID 434989, 2010 | inhibition, % at 5 µM | Fluo-8 calcium fluorescence | 0.43% of 330,000 active;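 active = inhibition above its plate's threshold, mean inhibition of all tested compounds on the plate plus 3 SD, cut at about 37% in these data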;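 also: 0% = orexin A challenge wells and 100% = SB-334867-A antagonist wells; not every result past the cut was called active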
# Target sequence (O43613 whole entry, looked up): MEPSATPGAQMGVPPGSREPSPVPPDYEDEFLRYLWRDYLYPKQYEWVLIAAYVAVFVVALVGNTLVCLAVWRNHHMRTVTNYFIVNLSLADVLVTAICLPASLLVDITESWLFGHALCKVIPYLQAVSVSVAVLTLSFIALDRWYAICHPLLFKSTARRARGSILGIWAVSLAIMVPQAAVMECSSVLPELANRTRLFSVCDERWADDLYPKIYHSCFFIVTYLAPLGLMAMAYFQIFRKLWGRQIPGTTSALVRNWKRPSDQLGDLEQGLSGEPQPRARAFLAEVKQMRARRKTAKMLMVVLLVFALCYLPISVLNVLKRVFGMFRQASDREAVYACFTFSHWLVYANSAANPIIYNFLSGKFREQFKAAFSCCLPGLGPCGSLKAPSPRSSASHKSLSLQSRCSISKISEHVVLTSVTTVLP
# OX1R antag-2 = antagonists of human orexin 1 receptor (OX1R) | Orexin/Hypocretin receptor type 1 (Homo sapiens), O43613 | OX1R-expressing cells, FRET antagonist read-out | AID 485270, 2010 | 1.8% of 330,000 active | inhibition, % at 6.6 µM; in the data active = inhibition mostly above about 38%, no sharp cut-off; inactive = mostly below about 40%;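 also: 0% = agonist challenge alone and 100% = reference antagonist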
# Starred values were filed as active, the others as inactive.
# Screens in order: OX1R antag-2, OX1R antag-1
1) O=C(Nc1ccc(Cl)c(S(=O)(=O)N2CCOCC2)c1)C1CCCC1
 : 3, -13
2) O=C(O)C1CC(=O)N(Cc2cccs2)C1 (configuration not stated)
 : 3, 1
3) COc1ccc(S(=O)(=O)N2C(=O)/C(=C3\SC(N)=NC3=O)c3ccccc32)cc1
 : 9, -28
4) Cc1ccc(-c2nc(C#N)c(NCCc3ccccn3)o2)cc1
 : 11, -5
5) CCNC(=O)CC1C(=O)N(c2ccc(C)cc2)C(=O)N1CCOC (configuration not stated)
 : 1, 0
6) C=CCN=c1scc(-c2ccccc2)n1/N=C/c1ccccn1
 : 16, -38
7) COc1ccc(C2CC(C(F)(F)F)n3nc(CO)c(Cl)c3N2)cc1OC (configuration not stated)
 : 2, -15
8) O=C(c1ccoc1)N1CCC2(CC1)Oc1ccc(Cl)cc1C(=O)C21CC(c2cccnc2)=NO1 (configuration not stated)
 : 10, -7
9) COc1ccc(OC)c(CNS(=O)(=O)c2cn(C)cn2)c1
 : 13, -5
10) COc1cccc(C2C(C(C)=O)=C(O)C(=O)N2CCNCCO)c1 (configuration not stated)
 : 10, -2
11) CCN(CC(=O)Nc1ccc(NC(C)=O)cc1)C(=O)c1ccc(=O)n(C)n1
 : 1, -4
12) C#CCOCCOCCOCCNc1nc(N2CCN(C(=O)[C@H](Cc3ccc(O)cc3)n3cc([C@@H](N)C(C)CC)nn3)CC2)nc(N2CCN(C(=O)[C@H](Cc3cc4ccccc4[nH]3)n3cc([C@@H](N)CC(C)C)nn3)CC2)n1 (some centres not stated)
 : 15, 0
13) O=C(CSCC(=O)Nc1nc(-c2ccc3c(c2)OCO3)cs1)Nc1nccs1
 : 6, -6
14) Cc1ccc2oc(C(=O)NCc3ncc(C)[nH]3)c(C)c2c1
 : -7, -8
15) CC(C)C(=O)Nc1cccc(C(=O)Nc2nncs2)c1
 : 5, -3
16) OCC1CCCN(C(=S)Nc2ccc(OC(F)F)cc2)C1 (configuration not stated)
 : 12, -13
17) Oc1oc(-c2ccccc2)nc1C=Nc1cccc2ccccc12
 : 18, -5
18) COc1ccc(CCNC(=O)c2cc(Cl)nc3ccccc23)cc1
 : 53, -15
19) O=C(NCc1ccccc1)c1cccc(S(=O)(=O)N2CCCCC2)c1
 : 18, -22
20) O=C(CSc1nnc(-c2ccco2)n1-c1ccccc1Cl)Nc1cccc(C(=O)O)c1
 : -3, 3
21) COc1ccc(OC)c(C2=NS(=O)(=O)N(C)C(C(=O)N3CCC4(CC3)OCCO4)=C2)c1
 : 16, -20
22) CCC(C)NS(=O)(=O)c1ccc(N)cc1 (configuration not stated)
 : 19, 0
23) COC(=O)c1ccc(Cl)c(-c2ccc(/C=N/NC(=O)Nc3ccccc3)o2)c1
 : 3, -21
24) CCN(CC)S(=O)(=O)c1cccc(-c2cn3cccnc3n2)c1
 : 14, -6
25) CCN1CCSc2ccc(C(=O)NCc3ccccc3C)cc21
 : 13, -33
26) CCn1c2ccccc2c2nnc(SCC(=O)c3ccccc3)nc21
 : 21, -17
27) CCCCS(=O)(=O)N1CCCC(C(=O)Oc2ccccc2OC)C1 (configuration not stated)
 : 6, -27
28) CC(C)(C)c1ccc(OCCON2C(=O)CCC2=O)c(Cl)c1
 : 10, -8
29) CCOC(=O)N1CCC(Nc2nc3ccccc3nc2NS(=O)(=O)c2ccc(Cl)cc2)CC1
 : 6, -12
30) COc1cccc(N2CCN(S(=O)(=O)c3cn(C)cn3)CC2)c1
 : 14, -23
31) Cc1cc(-n2c(C)cc(C(=O)COc3ccc4ccc(=O)oc4c3)c2C)no1
 : 16, -6
32) O=C(CCN1CCOCC1)N1CCCC(Nc2cccc(F)c2)C1 (configuration not stated)
 : 33, -18
33) COCCCn1c(-c2ccc(Cl)cc2)n[nH]c1=S
 : 25, -1
34) O=C(CCC(=O)N1CCc2ccccc2C1)N1CCN(S(=O)(=O)c2ccccc2)CC1
 : 11, -26
35) O=C(NCC1CCCO1)/C(=C/c1ccccc1)NC(=O)c1ccccc1 (configuration not stated)
 : 9, -12
36) Cc1ccc(NC(=O)CSC2=C(C#N)C(c3ccc4c(c3)OCO4)C3=C(CCCC3=O)N2)c(C)c1 (configuration not stated)
 : 16, -20
37) O=C(Oc1cccc2c(OC(=O)N3CCOCC3)cccc12)N1CCOCC1
 : 12, -5
38) CN(Cc1ccccn1)Cc1nc(COc2ccccc2)no1
 : 12, -25
39) COC(c1ccccc1)c1nnc(CCC(=O)N(C)CCOc2ccccc2)o1 (configuration not stated)
 : 26, -15
40) Cc1nnc(NC(=O)CSc2nnc(Cc3ccccc3)n2Cc2ccccc2)s1
 : 13, -40

# The closing seven compounds of the part above open the next one:
# Screens in order: OX1R antag-2, OX1R antag-1
34) O=C(CCC(=O)N1CCc2ccccc2C1)N1CCN(S(=O)(=O)c2ccccc2)CC1
 : 11, -26
35) O=C(NCC1CCCO1)/C(=C/c1ccccc1)NC(=O)c1ccccc1 (configuration not stated)
 : 9, -12
36) Cc1ccc(NC(=O)CSC2=C(C#N)C(c3ccc4c(c3)OCO4)C3=C(CCCC3=O)N2)c(C)c1 (configuration not stated)
 : 16, -20
37) O=C(Oc1cccc2c(OC(=O)N3CCOCC3)cccc12)N1CCOCC1
 : 12, -5
38) CN(Cc1ccccn1)Cc1nc(COc2ccccc2)no1
 : 12, -25
39) COC(c1ccccc1)c1nnc(CCC(=O)N(C)CCOc2ccccc2)o1 (configuration not stated)
 : 26, -15
40) Cc1nnc(NC(=O)CSc2nnc(Cc3ccccc3)n2Cc2ccccc2)s1
 : 13, -40
41) CCOC(=O)C(NCc1ccc(F)cc1)(NC(=O)c1ccccc1)C(F)(F)F (configuration not stated)
 : 2, -26
42) N#CC1(c2ccccc2)CCC(NCCc2ccccc2)CC1 (configuration not stated)
 : 7, -57
43) O=c1[nH]c(C2CCN(S(=O)(=O)c3ccc(C(F)(F)F)cc3)CC2)nc2c1nnn2Cc1ccc(F)cc1
 : 5, -65
44) O=C(NCc1ccccn1)c1n[nH]c(=O)c2ccccc12
 : 12, -7
45) COc1ccccc1/C=N/OCC(=O)NCc1ccc2c(c1)OCO2
 : 24, -3
46) COCCCNC(=O)/C=C/c1ccc(Cl)cc1Cl
 : 28, -26
47) COc1cccc(C(=O)Nc2cc3c(cc2N2CCCC2)n(C)c(=O)n3C)c1
 : 16, -21
48) O=C(N/N=C/c1ccc2c(c1)OCO2)c1sc2cc(Cl)ccc2c1Cl
 : 24, -4
49) Cn1c(=O)c2c(ncn2CC(O)CNc2ccc(Cl)cc2)n(C)c1=O (configuration not stated)
 : 25, -8
50) O=C(Nc1ccc(-c2csc(Nc3ccccc3)n2)cc1)c1ccccc1
 : 55, -20

# Retrieved by compound from the list above (6):
# Screens in order: OX1R antag-2, OX1R antag-1
21) COc1ccc(OC)c(C2=NS(=O)(=O)N(C)C(C(=O)N3CCC4(CC3)OCCO4)=C2)c1
 : 16, -20
3) COc1ccc(S(=O)(=O)N2C(=O)/C(=C3\SC(N)=NC3=O)c3ccccc32)cc1
 : 9, -28
45) COc1ccccc1/C=N/OCC(=O)NCc1ccc2c(c1)OCO2
 : 24, -3
2) O=C(O)C1CC(=O)N(Cc2cccs2)C1 (configuration not stated)
 : 3, 1
43) O=c1[nH]c(C2CCN(S(=O)(=O)c3ccc(C(F)(F)F)cc3)CC2)nc2c1nnn2Cc1ccc(F)cc1
 : 5, -65
5) CCNC(=O)CC1C(=O)N(c2ccc(C)cc2)C(=O)N1CCOC (configuration not stated)
 : 1, 0

# Continued:
# Screens in order: OX1R antag-2, OX1R antag-1
51) Cc1ccc(N2C=Nc3ccc(C)c4nc(C)cc2c34)cc1
 : 32, -16
52) Nc1[nH]ncc1N=Nc1ccc(Cl)cc1
 : 16, 0
53) CS(=O)(=O)Nc1ccccc1C(=O)N1CCN(c2ccccc2)CC1
 : 14, -19
54) Nc1nc2nc(-c3cccs3)cc(C(F)(F)F)n2n1
 : 10, 2
55) Cc1ccn2c(=O)nc(SCC(=O)NCc3ccccc3Cl)nc2c1
 : 11, 5
56) Cc1c([N+](=O)[O-])cc(C(=O)Nc2ccc(NC(=O)c3ccco3)cc2)cc1[N+](=O)[O-]
 : 15, -12
57) O=C(c1cc2cc(F)ccc2[nH]1)N1CCc2ccccc2C1
 : 6, -39
58) c1ccc(Cc2nnc(Sc3ccccc3)c3ccccc23)cc1
 : 4, -4
59) O=c1cc(CNCCCO)c2ccccc2[nH]1
 : 11, -1
60) CCOC(=O)[C@H]1[C@H]2COc3cc(OC)ccc3[C@@H]2N2C(=O)CN(CCc3c[nH]c4ccccc34)C(=O)[C@@]12C
 : 6, -5
61) COc1ccc(N2C(=O)c3ccccc3C2=O)cc1
 : 28, -1
62) O=C1CN(C(=O)COC(=O)CCc2ccccc2)c2ccccc2N1
 : 14, -16
63) COc1cc(-c2cc(C(=O)Nc3ccc(S(=O)(=O)NCc4ccco4)cc3)c3ccccc3n2)cc(OC)c1OC
 : 15, 16
64) O=C(O)[C@H](Cc1ccccc1)N1Cc2ccccc2C1=O
 : 14, 1
65) Cc1cc(C(=O)NCCc2ccc(S(N)(=O)=O)cc2)c(C)o1
 : 27, -7
66) CC1(C)C(CSc2nc3ccccc3[nH]2)C1(Cl)Cl (configuration not stated)
 : 38, -20
67) C/C(=C\C(=O)c1ncc(C(F)(F)F)cc1Cl)N(C)C
 : -1, -21
68) CCOc1cc2c(cc1OCC)C(c1ccc(OC)cc1)N(c1ccccc1)C(=O)C2 (configuration not stated)
 : 23, -20
69) Cn1cccc1C1NC(=O)c2c(sc3c2CCC(C(C)(C)C)C3)N1 (configuration not stated)
 : 10, -25
70) Cc1oc(-c2cc(F)ccc2F)nc1CN(C)Cc1ccc2nccnc2c1
 : 33, -30
71) O=C(Nc1cccc(F)c1)N1CCN(C/C=C/c2ccccc2)CC1
 : 11, -24
72) Nc1nc(Cl)cc(Oc2ccccc2F)n1
 : 1, 2
73) CCc1ccc(NC(=O)[C@H](C)NC(=O)C2CCN(C(=O)[C@@H](N)CC(C)C)CC2)cc1
 : -5, -7
74) CCOc1ccc(N2C(=O)c3ccccc3NC2(C)CC)cc1 (configuration not stated)
 : 4, -19
75) CC(C)N=C1NN=C(c2cccs2)CS1
 : 9, -22
76) Cc1onc(-c2ccccc2)c1C(=O)N=C(N)c1ccc(C(F)(F)F)cc1
 : 3, -26
77) CC(CCCC(C)(C)O)CC1C2=C(CCCC2=O)OC2=C1C(=O)CCC2 (configuration not stated)
 : 14, -22
78) CC(=O)N1Cc2ccccc2C(C)CC12CCCCC2 (configuration not stated)
 : 18, -23
79) CN(CCCCCC(=O)/C=N/O)Cc1ccccc1
 : 12, -1
80) COc1ccc(C(CNC(=O)c2ccc(-c3cccc(C(F)(F)F)c3)o2)N2CCOCC2)cc1 (configuration not stated)
 : 20, -34
81) COc1ccc2c(c1)c(=O)oc1c(C)c(OCC(=O)N3CCc4ccccc4C3)ccc12
 : 12, -22
82) COc1cccc(CC(=O)NNC(=O)c2ccc3c(c2)OCO3)c1
 : 8, -10
83) COc1cc(C(=O)N2CCN(C(=O)c3ccco3)CC2)cc(OC)c1OC
 : -10, -8
84) Cc1c(NC(=O)c2ccco2)cccc1-c1nc2cccnc2s1
 : -12, -4
85) CC(=O)Cc1nsc(NC(=O)c2ccc(F)cc2)n1
 : 18, -1
86) CCOC(=O)c1cccc(NC(=O)COc2ccc([N+](=O)[O-])cc2)c1
 : 36, -28
87) Cc1ccc(N(CC(=O)NC2CCCCC2)S(=O)(=O)c2c(C)noc2C)cc1
 : 10, -28
88) CC(=O)Nc1nc(C)c(Oc2ccccc2)c(=O)[nH]1
 : -1, 11
89) COc1cccc(N(CC(=O)N2CCN(c3ccccc3OC)CC2)S(C)(=O)=O)c1
 : 6, -1
90) CC(=O)Oc1ccc(/C=N/NC(=O)C2CCCN2S(=O)(=O)c2ccc(Cl)cc2)cc1 (configuration not stated)
 : 15, -29
91) Cc1cc(C)cc(NC(=O)CN2C(=O)C3CC=CCC3C2=O)c1 (configuration not stated)
 : 2, -11

# Complete entries, quoted from the list. Order of values: OX1R antag-2 | OX1R antag-1
# `COc1cc(C(=O)N2CCN(C(=O)c3ccco3)CC2)cc(OC)c1OC` is listed as -10 | -8
# `Cc1c(NC(=O)c2ccco2)cccc1-c1nc2cccnc2s1` is listed as -12 | -4

# Compound activity as filed in PubChem BioAssay.

# Compounds as they come. Share with any hit: about 2%.
